Source: PubChem (National Center for Advancing Translational Sciences (NCATS))
RORg inh: qHTS for inhibitors of ROR gamma transcriptional activity | Potency, µM (titrated, usually from 53.6 µM), for the others: top-dose activity change, negative = inhibition, actives largely listed as inhibitors | actives 5.4% (n = 310,000) | Drosophila S2 Gal4-RORgamma UAS-luciferase reporter, 20 h; further: on the % scale 0 is the no-effect control and ±100 the full control effect; nearly all actives have a fitted effect of over 60% in size
Target sequence (P51450 whole entry, looked up, the tested form may be a part): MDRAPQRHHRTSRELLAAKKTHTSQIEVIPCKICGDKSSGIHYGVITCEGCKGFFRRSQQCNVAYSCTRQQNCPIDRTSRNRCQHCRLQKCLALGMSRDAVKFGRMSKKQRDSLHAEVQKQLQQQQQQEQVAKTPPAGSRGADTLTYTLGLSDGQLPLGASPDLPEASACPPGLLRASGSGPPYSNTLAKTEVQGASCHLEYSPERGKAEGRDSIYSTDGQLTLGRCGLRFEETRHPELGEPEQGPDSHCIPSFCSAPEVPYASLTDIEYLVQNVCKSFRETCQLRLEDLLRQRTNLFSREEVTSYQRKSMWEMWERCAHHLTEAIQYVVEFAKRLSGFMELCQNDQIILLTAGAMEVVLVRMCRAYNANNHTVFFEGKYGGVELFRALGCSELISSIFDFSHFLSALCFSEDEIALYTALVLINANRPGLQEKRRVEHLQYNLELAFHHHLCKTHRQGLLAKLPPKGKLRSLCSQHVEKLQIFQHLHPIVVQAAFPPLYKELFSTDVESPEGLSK
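Luminescence from a UAS-regulated Photinus luciferase reporter in stably transfected Drosophila Schneider cells is measured; decreased signal marks ROR gamma inhibition. Fusion expression is induced by 700 uM copper sulfate for 20 hr.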
Gal4-VP16 FLuc: VP16 counterscreen qHTS for inhibitors of ROR gamma transcriptional activity; Drosophila S2 Gal4-VP16 UAS-luciferase, luminescence, 20 h; Potency, µM (highest dose often 53.6 µM), without a hit: at the top dose activity, negative = inhibition, most hits filed as inhibitors; actives 3.5% (n = 310,000); AID 2546, 2010;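 further: Gal4-VP16 expression switched on by copper sulfate through the metallothionein promoter; on the % scale 0 is the no-effect control and ±100 the full control effect; nearly all actives have a fitted effect of over 50% in size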
ELG1 genotoxic: qHTS screen for small molecules that induce genotoxicity in human embryonic kidney (HEK293T) cells expressing luciferase-tagged ELG1. HEK293T ELG1-luciferase reporter, luminescence, 16 h. Potency, µM (doses to about 46 µM), for the others: at the top dose activity change, positive = activation, actives largely listed as activators. actives 1.3% (n = 330,000); further: % of control where 0% means no effect; nearly all actives have a fitted effect of over 60% in size
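DMSO vehicle served as control against compound-treated ELG1-luciferase HEK293T cells; exposure lasted 16 hr at 37 °C and 5% CO2, followed by ONE-Glo luminescence detection after 30 min.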
BRCA1 expr up: qHTS Assay to Identify Small Molecule Activators of BRCA1 Expression; MCF7-BRCA1-FFLuc reporter, luminescence, 48 h; response scale: scaled: vehicle 0%, 10 µM genistein 100%; Potency, µM (series often up to 46.1 µM), for the others: top-dose activation, usual class: activators; actives 1.1% (n = 380,000); AID 624202, 2012; further: nearly all actives have a fitted effect of over 80% in size; some results filed as inactive show a strong effect at the top dose
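Luminescence from a BRCA1-driven firefly luciferase in MCF7 cells was read after 48 h compound exposure at 37 C. Data normalized against DMSO and a 10microM genistein activation control, then curve-fitted across the titration.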
NPC1 promoter act: qHTS Assay for NPC1 Promoter Activators; Huh7 NPC1 promoter luciferase reporter, 24 h; Potency, µM (doses to about 9.22 µM), inactives show at the top dose activation, hits mostly activators; actives 2.4% (n = 320,000);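 further: % of control where 0% means no effect; nearly all actives have a fitted effect of over 60% in size; reporter is driven by a mutant NPC1 promoter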
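Luminescence from an NPC1 promoter-driven luciferase reporter in stably transfected Huh7 cells was measured after 24 h compound treatment at 37 °C, followed by 10 min ambient incubation with luciferase detection reagent.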
FLuc counter: qHTS profiling assay for firefly luciferase inhibitor/activator using purifed enzyme and Km concentrations of substrates (counterscreen for miR-21 project); Luciferin 4-monooxygenase (Photinus pyralis), P08659; purified FLuc, Km substrates, luminescence inhibition; Potency, µM (titrated, usually from 57.5 µM), inactives show top-dose activity change, negative = inhibition, hits mostly inhibitors; actives 6.9% (n = 360,000); AID 588342, 2011;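 further: plate controls were vehicle for no effect and reference inhibitor for full effect; nearly all actives have a fitted effect of over 55% in size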
Target sequence (P08659 whole entry, looked up): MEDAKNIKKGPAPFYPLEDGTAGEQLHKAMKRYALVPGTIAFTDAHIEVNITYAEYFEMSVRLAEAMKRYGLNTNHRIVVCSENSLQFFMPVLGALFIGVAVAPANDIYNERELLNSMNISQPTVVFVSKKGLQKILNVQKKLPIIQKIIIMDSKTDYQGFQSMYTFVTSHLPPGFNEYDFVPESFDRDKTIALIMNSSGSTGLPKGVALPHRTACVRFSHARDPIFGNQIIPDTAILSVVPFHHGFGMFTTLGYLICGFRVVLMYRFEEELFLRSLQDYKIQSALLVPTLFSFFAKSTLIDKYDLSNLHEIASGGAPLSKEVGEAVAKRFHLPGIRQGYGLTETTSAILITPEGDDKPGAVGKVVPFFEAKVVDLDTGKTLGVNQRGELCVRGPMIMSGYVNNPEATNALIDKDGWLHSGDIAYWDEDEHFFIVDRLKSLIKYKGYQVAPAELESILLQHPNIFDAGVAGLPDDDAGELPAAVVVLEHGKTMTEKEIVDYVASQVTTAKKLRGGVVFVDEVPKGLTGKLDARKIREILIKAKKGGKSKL
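Biochemical qHTS of compounds, final roughly 60 µM downward over six points, against 10 nM purified firefly luciferase using Km concentrations of substrates (10 uM D-luciferin, 10 uM ATP) in Tris acetate pH 7.5 buffer; luminescence output.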
uPA generation: qHTS for Inhibitors of Cell Surface uPA Generation. cell surface uPA generation assay, qHTS. Potency, µM (top dose mostly 38.3 µM), for inactives: at the top dose activity change, negative = inhibition, actives largely listed as inhibitors. actives 0.31% (n = 330,000). AID 540303, 2011; active means well fitted inhibition curve with a large enough effect; inconclusive means small, poorly fitted or top-dose-only effect; inactive means no such curve, though single readings can be large or run the other way; tested in mouse RAW 264.7 cells; further: on the % scale 0 is the no-effect control and ±100 the full control effect; nearly all actives have a fitted effect of over 55% in size
p53 reactivation: qHTS assay for re-activators of p53 using a Luc reporter; AID 504706, 2011; actives 0.063% (n = 320,000); Potency, µM (titrated, usually from 92.2 µM), without a hit: top-dose activity change, positive = activation, actives largely listed as activators; H1299 p53-A138V BP100-luciferase reporter, luminescence, 24 h; further: % of control where 0% means no effect; nearly all actives have a fitted effect of over 45% in size
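p53-null H1299 cells stably carrying temperature-sensitive p53-A138V and a BP100-luciferase reporter were pinned with compounds (4-point, 1:5 series) and held 24 hrs at 37 deg C. Luminescence was read 10 min after detection reagent.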
MBNL1-CUG inh: qHTS Assay for Inhibitors of MBNL1-poly(CUG) RNA binding | Muscleblind-like protein 1 (Homo sapiens), Q9NR56 | TR-FRET MBNL1-His/biotin-(CUG)12 binding, 665/545 ratio | Potency, µM (titrated, usually from 57.5 µM), for the others: top-dose activity change, negative = inhibition, hits mostly inhibitors | actives 0.036% (n = 280,000) | AID 2675, 2010; active means well fitted inhibition curve with a large enough effect in the signal ratio, with a control signal flat, not every such curve was filed as active; inconclusive means small, poorly fitted or top-dose-only effect, or effect the other way, or a change in a side signal; inactive means no such curve, though single readings can be large or run the other way; the % refers to the signal ratio; further: on the % scale 0 is the no-effect control and ±100 the full control effect
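MBNL1-His + Biotin-(CUG)12, cpd titration 92 nM–58 uM; Tb anti-His Ab 0.055 ng/ul, SA-XL665 5 nM (final); 60 min RT; ratiometric 665/545 nm, Ex 340 nm; normalized to buffer and full-complex controls.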
Rab9 promoter act: qHTS Assay for Rab9 Promoter Activators | Potency, µM (highest dose often 9.22 µM), for inactives: at the top dose activation, negative = inhibition, actives largely listed as activators | actives 2.8% (n = 320,000) | Huh7 Rab9 promoter-luciferase reporter, luminescence, 24 h | AID 485297, 2010; further: % of control where 0% means no effect; nearly all actives have a fitted effect of over 60% in size
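Rab9 promoter-driven luciferase in stably transfected Huh7 cells; 1500 cells/well rested 2 h, exposed to compound in DMSO for 24 h at 37 °C, 5% CO2. Luminescence read 10 min after adding luciferase reagent at ambient temperature.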
Numbers without * were called inactive; u = inconclusive; x = not tested or not shown; [ ] = dose if it differs, or a comment. Unless noted, the call rests on the fitted dose curve; in most records, active means well fitted curve in the direction sought with a large enough effect; inconclusive means small, poorly fitted or top-dose-only effect, or another doubt; inactive means no such curve, though single readings can be large; an effect the other way counts as inactive or inconclusive. Potency means the concentration at half of the fitted maximal effect.

SMILES	RORg inh	Gal4-VP16 FLuc	ELG1 genotoxic	BRCA1 expr up	NPC1 promoter act	FLuc counter	uPA generation	p53 reactivation	MBNL1-CUG inh	Rab9 promoter act
COc1ccc2sc(-c3ccccc3OC)c(C#CCCO)c2c1	x	x	-1%	-41%	0%	1%	7%	7%	x	-9%
CCOC(=O)N1CCN(CC(O)COCC2=CCC3CC2C3(C)C)CC1 (stereo not drawn)	27%	-7%	0%	-1%	0%	-7%	2%	3%	-3%	0%
COc1ccc(OC)c(N2CC(O)(c3ccccc3)[N+]3=C2SCCC3)c1 (stereo not drawn)	1%	-11%	-9%	-26%	-3%	-2%	-10%	4%	-13%	-3%
COCCNC(=O)c1cccc(S(=O)(=O)N2CC3(C)CC2CC(C)(C)C3)c1 (stereo not drawn)	x	x	-1%	-20%	-2%	-6%	4µM*	-7%	x	-4%
Nc1ccc2nn(-c3ccc(F)cc3)nc2c1	x	x	3.3µM*	u	0.89µM*	4.3µM*	u	x	38%[activator]	1.4µM*
COCCNC(=S)N/N=C(\C)c1ccc(-n2ccnc2)cc1	6.3µM*	7.1µM*	x	-46%	2%	4%	x	-1%	-1%	1%
COc1cccc(C(=O)N(c2ccc(C)cc2)C2C=CS(=O)(=O)C2)c1 (stereo not drawn)	5%	5%	0%	-7%	-6%	-1%	14%	-2%	0%	2%
O=C(Nc1nccs1)c1ccc(COc2ccc(Cl)cc2)o1	13µM*	-29%	x	53%	x	u	x	x	-2%	x
Cc1ccc(C)c(CSc2nnc(CCN)o2)c1	6%[0.365 µM]	x	4%	-78%[inhibitor]	1%	2%	x	-17%	4%	2%
CCOc1ccc(S(=O)(=O)N2CCCCC2)cc1NC(=O)CC1OC(=O)c2ccccc21 (stereo not drawn)	x	x	4%	-20%	0%	5%	2%	-6%	x	1%
O=C(NCc1nc(-c2ccc(Cl)cc2)no1)c1ccco1	39%	29%	2%	59%	8%	-4%	-1%	7%	0%	9%
CC(=O)Oc1ccc(N(C(C)=O)S(=O)(=O)c2cc([N+](=O)[O-])ccc2C)cc1	7%[10 µM]	29%	1%	-20%	-2%	3%	-2%	-1%	x	2%
Cc1c(NC(=O)CN2CCN(C(c3ccccc3)c3ccccc3)CC2)c(=O)n(-c2ccccc2)n1C	1%	5%	-1%	1%	-3%	1%	3%	2%	-15%	1%
COc1ccc(CCNC(=O)CCN2C(=O)[C@@H]3Cc4ccccc4CN3C2=O)cc1	-14%	-12%	-8%	-3%	0%	-1%	-1%	-5%	-2%	1%
CC(C)[C@H](NC(=O)[C@H](CCCN=C(N)N)NC(=O)NC(Cc1ccccc1)C(=O)O)C(=O)NC(C=O)CCCN=C(N)N (stereo partly drawn)	-1%	-2%	3%	18%	-4%	1%	3%	1%	13%	-3%
COc1cccc(OC)c1C(=O)NC(=S)Nc1cccc(NC(=O)c2ccco2)c1	24%	-3%	0%	-12%	-2%	u	7%	-3%	4%	-11%
Cc1c(C=O)c2ccccn2c1C(=O)c1cccc([N+](=O)[O-])c1	0%	-9%	-9%	-3%	4%	2%	9%	1%	x	1%
CN(C)S(=O)(=O)c1ccc(NC(=O)CN2CCc3ccccc32)cc1	25%	5%	-1%	1%	-3%	-2%	10%	0%	-5%	0%
COc1ccc2cc(C3(C)NC(=O)N(CC(=O)NCC(F)(F)F)C3=O)ccc2c1 (stereo not drawn)	3%	3%	1%	5%	-4%	2%	-11%	-1%	3%	-2%[1.84 µM]
O=C1c2ccccc2C(=O)N1CC(O)CN1CCOCC1 (stereo not drawn)	-9%	11%	-1%	29%	-6%	0%	0%	-2%	2%	-3%
FC(F)(F)c1nc(NCC2CCCO2)c2nnn(Cc3ccccc3Cl)c2n1 (stereo not drawn)	24%	2%	-7%	-41%	-6%	3%	2%	-6%	-6%	1%
CC(=O)c1cccc(Nc2nc(-c3cccc([N+](=O)[O-])c3)cs2)c1	40%	-10%[0.365 µM]	1.5µM*	-37%	5%	-4%	1%	21%	u	21%
CS(=O)(=O)c1ccccc1-c1nnc(NC(=O)c2ccco2)o1	x	x	3%	0%	13%	0%	-1%	11%	x	-1%
NNC(=O)c1ccccc1-n1cccc1	u	12%	-1%	6%	-4%	0%	6%	3%	2%	-2%
O=C(NCCc1ccccc1)c1noc2c1CCCCC2	-12%	-3%	u	4µM*	2.5µM*	8.5µM*	x	u	0%	3.5µM*

Next section, overlapping the part above by 6 compounds.
SMILES	RORg inh	Gal4-VP16 FLuc	ELG1 genotoxic	BRCA1 expr up	NPC1 promoter act	FLuc counter	uPA generation	p53 reactivation	MBNL1-CUG inh	Rab9 promoter act
O=C1c2ccccc2C(=O)N1CC(O)CN1CCOCC1 (stereo not drawn)	-9%	11%	-1%	29%	-6%	0%	0%	-2%	2%	-3%
FC(F)(F)c1nc(NCC2CCCO2)c2nnn(Cc3ccccc3Cl)c2n1 (stereo not drawn)	24%	2%	-7%	-41%	-6%	3%	2%	-6%	-6%	1%
CC(=O)c1cccc(Nc2nc(-c3cccc([N+](=O)[O-])c3)cs2)c1	40%	-10%[0.365 µM]	1.5µM*	-37%	5%	-4%	1%	21%	u	21%
CS(=O)(=O)c1ccccc1-c1nnc(NC(=O)c2ccco2)o1	x	x	3%	0%	13%	0%	-1%	11%	x	-1%
NNC(=O)c1ccccc1-n1cccc1	u	12%	-1%	6%	-4%	0%	6%	3%	2%	-2%
O=C(NCCc1ccccc1)c1noc2c1CCCCC2	-12%	-3%	u	4µM*	2.5µM*	8.5µM*	x	u	0%	3.5µM*
N#Cc1ccc(OCC(O)CS(=O)(=O)c2ccc(F)cc2)cc1 (stereo not drawn)	40%	8%[10 µM]	-2%	-5%	0%	0%	x	-7%	-2%	0%[1.84 µM]
COc1ccc(OC)c(NC(=O)c2cc3ccccc3o2)c1	28%	4%	u	-1%	15%	-15%	2%	9%	21%	0%
COc1ccc(OC)c(S(=O)(=O)N2CCN(CC(O)COc3ccc(C#N)cc3)CC2)c1 (stereo not drawn)	7%	0%	-13%	-12%	-6%	0%	1%	-2%	-5%	-7%
O=C(c1ccccc1)n1c(=S)nc2ccccn21	u	u	0.33µM*	-18%	1µM*	0.43µM*	-10%	x	-2%	3.5µM*
COc1ccc(C(=O)Nc2ccc(S(=O)(=O)Nc3cc(C)nc(C)n3)cc2)c(OC)c1	13%	-1%	6%	-7%	-3%	-3%	3%	-1%	-15%	10%
CCOc1ccc(S(=O)(=O)NCCC(=O)NC2CCN(Cc3ccccc3)CC2)cc1	x	x	3%	-12%	1%	5%	2%	-6%	x	1%
Cc1ccc(Cl)c(NC(=S)N(CCCN2CCOCC2)Cc2ccco2)c1	8.9µM*	u	-4%	-5%	1%	-2%	-10%	0%	-3%	11%
Cc1ccc(NC(=O)C2CCCN(S(=O)(=O)c3c(C)noc3C)C2)c(C)c1 (stereo not drawn)	4%	-14%	-2%	-26%	-1%	-1%	-3%	8%	-2%	6%
O=C(CCNC(=O)c1ccccc1Cl)Nc1ccc(Br)c(C(F)(F)F)c1	44%	-1%	4%	14%	-1%	-1%	-2%	-7%	2%	-4%
CC(C#N)(NC(=O)COC(=O)c1ccccc1NCCO)C1CC1 (stereo not drawn)	x	x	0%	0%	10%	-6%	0%	3%	x	15%
CCN1CCN(c2ccc(S(=O)(=O)N3CCOCC3)cc2NC(=O)/C=C/c2ccc(OC)c(OC)c2)CC1	x	x	4%	-11%	-2%	2%	6%	3%	x	1%
NC(=O)c1ccc(N=Nc2c(O)c3ccccc3[nH]c2=O)cc1	-5%	5%	1%	x	8%	u	x	2%	u	8%
COc1ccc(/C=N/NC(=O)c2cccc(S(=O)(=O)N3CCCC3)c2)cc1O	x	x	0%	-33%	0%	u	2%	-7%	x	0%
CCN(CC)C(=O)Cn1cc(C(=O)C(=O)N2CCN(Cc3ccc4c(c3)OCO4)CC2)c2ccccc21	-6%	9%	-3%	-30%	-3%	5%	-3%	-13%	-12%	1%
CCOc1ccc(-c2nnc3ccc(SCC(=O)Nc4cc(C)on4)nn23)cc1	0%	7%	0%	-1%	-2%	2%	-2%	-2%	2%	-1%
